# Screens: PubChem, several laboratories
# Dynein transport: inhibitors of GR-EGFP nuclear translocation, primary screen, dynein cargo transport inhibitor project, imaging, high-content, 3617.4 mouse cells | test concentration mostly 20 µM; stimulated with dexamethasone, 1 µM; hits give low values | z-score, hits read low | 0.47% of 220,000 active;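 active means plate z-score of nuclear minus cytoplasmic receptor signal below a set negative limit, without overly bright fluorescence or cell loss, cut at about -3.5 in these data, passing the limit was not always enough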;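 further: z-score of nuclear minus cytoplasmic ring GR-EGFP intensity difference per well; some compounds called inactive have numbers as strong as hits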
#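 medium = tetracycline-free induction medium containing charcoal-stripped FBS | also added = 1.0 µM final dexamethasone stimulus | schedule = 48 h induction, 1 h compound, 30 min dex at 37 °C | technique = fixed, Hoechst-stained cells imaged at 10x for EGFP | measure = GR-EGFP nuclear translocation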
# Autophagy HCS: autophagy modulators in MEF cells, primary screen, imaging, high-content, MEF GFP-LC3 | MEF GFP-LC3 puncta imaging; test concentration mostly 10 µM | calls only at 10 µM (by protocol) | 0.98% of 190,000 active;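 active means percentage of spot-positive cells more than 3 SD above its plate mean, without a fluorescence outlier flag or 80% toxicity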;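 further: spot-positive cell cutoff set from DMSO-treated cells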
# MT stabilizer: microtubule stabilizers in HeLa cells, primary screen, imaging, high-content imaging; 0.83% of 200,000 active; AID 2205, 2009; % tubulin-high responders, % at 10 µM; HeLa tubulin immunostaining HCS, 24 h; share of cells brighter than vehicle mean+2SD;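 active means plate Z-score above 3 for both tubulin-high and condensed-nucleus cell shares, with cell loss under 80%, at 10 µM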;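 further: anti alpha tubulin signal scored within the nucleus-defined area of each cell; some results filed as inactive read as strong as hits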
# K1F lysis inhibition: inhibition of K1F phage lysis, E. coli UTI89, bacterial capsule biogenesis inhibitors, alamar blue (AID 488966); E. coli UTI89 K1F phage lysis, alamar blue, 2 h; higher % means a stronger effect; one-dose inhibition, % at 100 µM; IC50 in µM for titrated hits; 0.02% of 340,000 active;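 active means phage lysis inhibition, versus mean bacterial control, above a set limit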;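 further: capsule biogenesis inhibitors block K1F phage lysis so surviving cells raise fluorescence; higher fluorescence means more inhibition of phage lysis; actives were called in the ten point dose series up to 300 µM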
# Insulin prom up: insulin promoter activators in MIN6 cells, imaging, high-content screening, mouse beta cells. MIN6 insulin promoter-GFP reporter; hits give high values. z-score at 5 µM. 0.3% of 190,000 active. AID 1625, 2009;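 active means z-score above 3 at 5 µM with at least 500 cells counted in the well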
# CSM14.1 death rescue: rescue of cells from ER stress-induced death, primary screen, 384-well, CSM14.1, thapsigargin, ATP luminescence (AID 1222). CSM14.1 thapsigargin-induced death rescue, ATP luminescence; higher % means a stronger effect. one-dose cellular ATP content (survival), % at 20 µM; EC50 in µM for titrated hits. 190,000 tested, under 10 active;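 active means EC50 below 50 µM in the dose-response confirmation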;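 further: death triggered by thapsigargin at about 15 µM added after 2 h compound pretreatment; cell ATP read after overnight thapsigargin exposure of roughly 18 to 22 hours; normalized against plate controls of thapsigargin alone and 5% DMSO vehicle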
# b-catenin transl: modulators of beta-catenin nuclear translocation, primary screen, imaging, HeLa cells, immunofluorescence, high-content; 0.3% of 190,000 active; nuclear translocation activity, % at 5 µM;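 active means nuclear translocation activity above 50% at 5 µM, with a well cell count of 50 or more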;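 further: per-cell ratio of nuclear to cytoplasmic median beta-catenin stain intensity; plate controls were DMSO negative control for no effect and GSK-3 inhibitor IX positive control for full effect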
#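 Test system: human HeLa cell line; Doses: 5 µM primary, 0.02–20 µM confirmation; Incubation: 24 h compound exposure, 37°C; Detection: beta-catenin immunofluorescence imaging with DAPI; Read-out: beta-catenin nuclear/cytoplasmic ratio, % activation.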
# P. falciparum M1AAP: P. falciparum M1AAP inhibitors, biochemical, fluorogenic H-Leu-NHMec substrate, 1536-well (AID 1445); 0.42% of 220,000 active; Aminopeptidase N (Plasmodium falciparum (isolate 3D7)); recombinant M1AAP, H-Leu-NHMec fluorogenic kinetic assay; higher % means a stronger effect; inhibition, % at 30 µM, or IC50 in µM where a hit was titrated;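 active means primary inhibition above the hit cutoff, then over 50% inhibition at one or more dose response concentrations, cut at about 23% in these data, passing the limit was not always enough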;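 further: plate controls were DMSO full reaction for no effect and no enzyme background for full effect; strong numbers were not always called active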
# P. falciparum M17LAP: P. falciparum M17LAP inhibitors, primary screen, biochemical, fluorogenic H-Leu-NHMec substrate, 1536-well (AID 1619); Leucine aminopeptidase (Plasmodium falciparum (isolate 3D7)); recombinant M17LAP, H-Leu-NHMec fluorogenic kinetic assay; higher % means a stronger effect; inhibition, % at 30 µM; hits with a dose series show IC50 in µM; 0.38% of 220,000 active;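 active means compound inhibiting the enzyme by more than half at any dose during confirmatory dose-response retesting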;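 further: plate controls were full reaction with DMSO carrier for no effect and no enzyme background for full effect; strong numbers were not always called active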
# Dynein transport cytoplasmic EGFP: recorded beside Dynein transport, whose call it bears; z-score; measured here: cytoplasmic GR-EGFP intensity; hits give high values
# Dynein transport nuclear GR-EGFP: also measured in Dynein transport; calls as there; z-score; measured here: nuclear GR-EGFP intensity;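 lower value marks the stronger effect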
# Dynein transport cell count: second read-out of Dynein transport, no call of its own (marks repeat the call); z-score; measured here: cell count per field
# Insulin prom up cell count: second read-out of Insulin prom up, no call of its own (marks repeat the call); cell count; measured here: cytotoxicity, nuclei count;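 total cells summed across four imaged fields per well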
# b-catenin transl cell count 5 µM: second read-out of b-catenin transl, no call of its own (marks repeat the call); cell count; measured here: cell count, cytotoxicity flag
# MT stabilizer Hoechst-high %: further read-out of MT stabilizer, marked with its call; % Hoechst-high responders; measured here: nuclear condensation Hoechst responders;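 share of cells brighter than vehicle mean plus two SD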
# MT stabilizer cytotoxicity %: also measured in MT stabilizer; calls as there; toxicity, %; measured here: cytotoxicity by cell density;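 0% = mean cell density of plate MIN control wells and 100% = no cells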
# Autophagy HCS cell loss 18 h: recorded beside Autophagy HCS, whose call it bears; toxicity, %; measured here: cell loss, nuclei count;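 cell loss after 18 h compound exposure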
# An asterisk follows results filed as active; i = inactive; . = not tested or not shown; [ ] = another dose, or the depositor's remark.
SMILES,Dynein transport,Dynein transport cytoplasmic EGFP,Dynein transport nuclear GR-EGFP,Dynein transport cell count,Autophagy HCS,Autophagy HCS cell loss 18 h,MT stabilizer,MT stabilizer Hoechst-high %,MT stabilizer cytotoxicity %,K1F lysis inhibition,Insulin prom up,Insulin prom up cell count,CSM14.1 death rescue,b-catenin transl,b-catenin transl cell count 5 µM,P. falciparum M1AAP,P. falciparum M17LAP
Cn1c(=O)[nH]c(=O)c2c1nc(N1CCCCC1)n2CCOc1ccccc1,0.97,-0.2,0.9,-1.1,i,3,5.7,2.0,4.7,0.2%,0.11,1364,-1.6%,2.4,1141,5%,4%
O=C(CCC(=O)NNc1nc2ccccc2c2nc(-c3ccccc3)nn12)NCCCN1CCCC1=O,0.38,-0.31,0.88,-0.89,i,10,5.8,1.6,5.7,0.1%,-0.4,1330,-0.3%,2.6,999,-3%,0%
COC(=O)c1ccccc1CCC(C)=O,-0.68,-0.22,0.0058,0.16,i,9,2.8,2.2,5.6,0.0%,0.86,1235,-0.6%,-4.3,974,5%,-5%
Cc1cc(C)n(-c2ccc(Cl)c(C(=O)O)c2)n1,-0.16,-0.2,-0.22,-0.024,i,0,1.9,2.2,7.9,-1.5%,-0.19,1510,-3.3%,0.6,1456,12%,14%
O=c1[nH]c2ccc(Cl)cc2c(-c2ccccc2)c1N1CCN(c2ccccn2)CC1,-0.049,-0.21,0.41,0.85,i,-10,2.6,2.7,9.1,1.3%,-0.38,1172,-1.4%,-8.2,1016,2%,-9%
Cc1c(C(=O)N2CCCC2)sc(NC(=O)c2ccco2)c1C#N,0.21,-0.23,0.47,-0.81,i,27,3.5,1.8,5.3,1.0%,.,.,-0.1%,-4.1,563,7%,49%
COc1ccc(OC)c(NC(=O)c2cc(-c3cc(Cl)ccc3O)n[nH]2)c1,0.2,-0.087,0.45,-0.069,i,2,5.1,3.2,9.5,0.5%,-0.46,1237,2.0%,-3.1,957,0%,-7%
CC(=O)Nc1ccc(NC(=O)CSc2nccn2Cc2ccccc2)cc1,-0.086,-0.32,-0.15,0.11,i,6,5.3,2.2,14,-0.8%,-0.19,1138,-0.7%,-1.6,1177,6%,5%
CCCCNC(=O)CC1N=C2c3ccccc3N=C(SCC(=O)Nc3ccccc3C)N2C1=O (stereo unspecified),-0.25,-0.35,0.16,0.28,i,-10,2.4,1.8,9.7,-0.2%,0.47,867,-0.6%,.,.,7%,17%
CCS(=O)(=O)N1CCN(S(=O)(=O)c2ccccc2[N+](=O)[O-])CC1,-0.15,-0.27,-0.46,0.59,i,-10,2.0,2.3,1.0,0.1%,.,.,0.0%,0.4,1449,10%,8%
Cc1ccc(NC(=O)c2cncc(Br)c2)cc1S(=O)(=O)N(C)C,-0.71,-0.29,-0.53,0.23,i,-25,2.7,2.8,0.0,0.7%,-0.03,1298,-6.6%,2.7,539,6%,1%
Cc1ccccc1Nc1nccc(N(C)C)c1C#N,1.5,-0.29,0.7,-0.68,i,-24,3.0,1.2,2.7,.,-0.25,1538,-0.5%,-2.0,975,6%,4%
O=C(NCC(c1cccnc1)N1CCOCC1)c1cccs1 (stereo unspecified),0.78,0.25,0.42,0.74,i,-5,2.8,2.7,3.5,0.1%,.,.,-2.6%,2.0,1061,3%,-5%
O=C(Cc1cccs1)Nc1cccc(-c2nnc(-c3ccco3)o2)c1,-0.084,-0.26,0.045,0.07,i,20,2.5,2.6,2.0,i,-0.46,1297,4.0%,0.6,1040,1%,-1%
CC(=O)C1=C(C)NC(=O)NC1c1ccccc1 (stereo unspecified),-0.086,-0.28,-0.0051,-0.67,i,24,2.6,3.3,2.2,0.0%,-0.31,1092,-0.3%,-2.2,1054,3%,0%
O=C(COC(=O)c1c[nH]c(=O)[nH]c1=O)Nc1ccccc1Br,-0.39,-0.23,-0.27,0.012,.,.,.,.,.,-0.1%,0.12,1460,.,-0.9,1135,-1%,4%
COc1ccc(C2c3cc(OC)c(OC)cc3CCN2C2CC(=O)N(c3ccccc3)C2=O)cc1OC (stereo unspecified),-0.3,-0.074,0.16,1.4,i,4,2.1,1.1,9.6,6.9%,-0.31,757,-0.6%,.,.,2%,-14%
Cc1cc([N+](=O)[O-])nn1CC(=O)N1CCCc2ccccc21,-0.56,-0.089,0.42,-0.1,i,21,4.0,2.0,8.5,4.4%,0.89,1459,-2.7%,-3.0,1063,4%,12%
Cc1[nH]c2ccccc2c1C(=O)CN1C(=O)NC(C)(c2ccc(Cl)cc2Cl)C1=O (stereo unspecified),0.053,0.034,0.047,-0.6,i,12,4.3,2.8,4.5,-1.0%[50 µM],0.28,1247,-1.8%,1.6,1064,0%,4%
CCCCSc1nnc(CCCCCNC(=O)OC(C)(C)C)o1,-0.63,-0.21,-0.15,0.56,i,-2,1.9,1.5,13,-0.3%,-4.8,765,-0.4%,2.9,824,-5%,-6%
COc1ccc(CNC(=O)COC(=O)c2cccnc2Nc2cccc(C(F)(F)F)c2)cc1,0.48,-0.17,0.76,0.61,i,52,1.6,1.4,7.7,8.3%,0.16,970,-1.3%,.,.,7%,-3%
CC(=O)c1ccc(Oc2cnccn2)cc1,-0.8,-0.32,-0.17,0.54,i,0,9.1,1.0,3.9,0.0%,0.01,1136,-0.8%,2.1,1003,-1%,1%
N#Cc1cnn(-c2nc(SCc3ccccc3)nc3sc4c(c23)CCCC4)c1N,1,-0.2,0.24,0.47,i,9,5.1,0.8,3.0,0.0%,-0.31,1690,-0.5%,-0.4,1381,3%,-1%
Cc1cccc(N2CCN(C(=O)c3ccc(CNc4c(N5CCC(C)CC5)c(=O)c4=O)cc3)CC2C)c1 (stereo unspecified),-0.56,-0.24,-0.57,0.4,i,-5,9.7,14,11,0.2%,-0.74,990,-1.7%,8.4,964,1%,6%
Cn1c(SCC(=O)NC2CCCCCC2)nnc1-c1cccs1,0.46,-0.26,0.87,-0.29,i,10,2.6,2.6,3.4,0.2%,.,.,-0.7%,-2.3,963,0%,5%
SMILES,Dynein transport,Dynein transport cytoplasmic EGFP,Dynein transport nuclear GR-EGFP,Dynein transport cell count,Autophagy HCS,Autophagy HCS cell loss 18 h,MT stabilizer,MT stabilizer Hoechst-high %,MT stabilizer cytotoxicity %,K1F lysis inhibition,Insulin prom up,Insulin prom up cell count,CSM14.1 death rescue,b-catenin transl,b-catenin transl cell count 5 µM,P. falciparum M1AAP,P. falciparum M17LAP
COC(=O)c1ccccc1NC(=O)c1cc(-c2ccc(C)cc2)on1,1.2,-0.2,0.52,0.27,i,-3,1.9,1.1,5.0,1.6%,0.52,840,0.5%,4.2,1059,14%,-4%
O=C(C1=NOC(CNc2ncc(C(F)(F)F)cc2Cl)C1)N1CCOCC1 (stereo unspecified),-0.14,-0.16,0.28,0.018,i,18,7.1,2.5,6.2,-0.6%,.,.,-1.4%,0.2,1393,1%,1%
COn1c(SC2CCCCC2)nc2ccccc2c1=O,0.1,-0.21,0.34,-0.0029,i,-9,4.5,1.6,5.0,1.4%,0.41,1272,4.8%,-8.5,1086,9%,9%
c1ccc2nc(N3CCCC3)c(N3CCCC3)nc2c1,-0.59,-0.2,0.021,0.093,i,-9,2.1,2.3,6.0,3.5%,0.46,1193,-3.2%,-1.7,1150,10%,1%
CC(=O)N(CCCN(C)C)CCC(C)CCC=C(C)C (stereo unspecified),2.9,-0.17,1.5,-0.21,i,8,3.9,1.4,0.7,2.7%[50 µM],-0.59,1295,3.4%,-3.7,1256,2%,5%
COc1ccc(NC(=S)Nc2ccccc2C(F)(F)F)cc1,-0.83,-0.31,-0.23,0.89,i,10,2.3,1.9,1.7,0.4%,0.47,1522,-1.2%,-0.6,1042,2%,-1%
CNC(=O)NC(=O)CSc1nc2cc(C(=O)OC)ccc2c(=O)n1-c1ccccc1,1.7,-0.099,1,-1.7,i,-9,2.5,2.1,3.2,-0.4%,0.74,1266,2.0%,-5.6,1027,7%,-8%
CCOc1ccccc1NC(=O)C(OC(=O)c1ccc(N(C)C)cc1)c1ccccc1 (stereo unspecified),0.2,-0.11,0.16,0.27,i,11,9.9,22,22,2.5%,0.38,2285,0.0%,0.8,980,9%,8%
N#C/C(=C\c1ccc(N2CCOCC2)cc1)c1ccccc1,-0.51,-0.22,-0.38,0.49,i,6,1.3,2.0,2.7,2.2%,-0.04,1354,-3.8%,5.0,504,19%,3%
Cc1cc(Br)cc2cn[nH]c12,-0.51,-0.21,-0.42,0.43,i,2,5.0,1.0,1.2,0.1%,-0.42,1297,-1.0%,-1.9,1042,2%,5%
